From PubChem
RGS7-Gao = RGS7-Galphao binding modulators, primary screen, biochemical, multiplexed bead flow cytometry; actives lie on both sides; binding response (% of control), % at 10 µM; actives 0.35% (n = 220,000); in the data active = binding response below about 49% or above about 150%; inconclusive = no clear call, values can overlap the other calls; inactive = in between;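 note: fluorescent Galphao held in activated GDP-AlF4 state binding bead-coupled RGS7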
Target sequence (P09471 whole entry, looked up): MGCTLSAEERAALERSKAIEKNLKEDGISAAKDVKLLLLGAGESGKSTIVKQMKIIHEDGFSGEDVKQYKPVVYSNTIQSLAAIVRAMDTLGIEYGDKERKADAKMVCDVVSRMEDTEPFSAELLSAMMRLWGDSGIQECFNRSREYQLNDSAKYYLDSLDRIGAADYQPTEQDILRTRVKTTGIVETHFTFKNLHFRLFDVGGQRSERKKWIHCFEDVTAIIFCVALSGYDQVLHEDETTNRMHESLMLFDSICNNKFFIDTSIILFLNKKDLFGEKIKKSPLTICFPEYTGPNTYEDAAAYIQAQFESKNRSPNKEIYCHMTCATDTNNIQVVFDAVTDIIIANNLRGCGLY
Mcl1 Noxa PPI = Mcl-1/Noxa binding inhibitors, primary screen, biochemical, TR-FRET, 1536-well. TR-FRET Mcl-1/Noxa peptide binding, 2 h. inhibition, % at 21.7 µM. actives 1.5% (n = 220,000);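 active = compounds that cut the protein-peptide binding signal by more than 50% relative to plate controls in a single-dose test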;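 note: His-tagged Mcl-1 with rhodamine Noxa BH3 peptide and terbium anti-His antibody; 0% = Mcl-1 plus Noxa peptide wells and 100% = peptide-only wells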
Target sequence (Q07820 whole entry, looked up): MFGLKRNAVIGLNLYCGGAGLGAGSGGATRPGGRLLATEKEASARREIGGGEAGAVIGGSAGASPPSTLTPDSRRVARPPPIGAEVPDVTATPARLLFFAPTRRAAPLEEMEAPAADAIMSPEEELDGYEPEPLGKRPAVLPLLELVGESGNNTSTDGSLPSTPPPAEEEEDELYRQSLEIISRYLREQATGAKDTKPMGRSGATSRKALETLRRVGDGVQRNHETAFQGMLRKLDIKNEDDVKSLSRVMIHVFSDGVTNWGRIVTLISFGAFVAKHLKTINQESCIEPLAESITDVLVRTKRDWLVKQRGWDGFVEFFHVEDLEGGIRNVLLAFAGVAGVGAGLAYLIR
ABCG2 block = ABCG2 efflux pump inhibitors, primary screen, multiplex with ABCB1, IgMXP3 cells, flow cytometry; Broad substrate specificity ATP-binding cassette transporter ABCG2 (Homo sapiens), Q9UNQ0; JC-1 efflux; inhibition, % at 6.6 µM; actives 0.1% (n = 190,000);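 active = inhibition above 80%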;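 note: 0% = DMSO and 100% = nicardipine control wells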
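Test system: IgMXP3 (ABCG2) plus far-red-tagged CCRF-Adr (ABCB1) cells. Reagent: JC-1 dye as substrate. Timing: 10 min exposure at 25 °C with rotation, no wash. Measured by: flow cytometric JC-1 green MFI at 530 nm. Read-out: percent efflux inhibition, scaled nicardipine 100% to DMSO 0%. Control set: nicardipine and DMSO wells.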
RGS8-Gao reg = RGS8-Galphao binding modulators, primary screen, biochemical, multiplexed bead flow cytometry. Guanine nucleotide-binding protein G(o) subunit alpha (Homo sapiens), P09471. actives lie on both sides. response (percent of control binding), % at 10 µM. actives 0.34% (n = 220,000). AID 1423, 2008; in the data active = response below about 60% or above about 140%; inactive = in between;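 note: Galphao activated as the GDP aluminium fluoride complex binding bead-coupled RGS8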
ABCB1 inh = ABCB1 efflux pump inhibitors, primary screen, cell-based, multiplex, flow cytometry, ABCG2 counter-screen; ATP-dependent translocase ABCB1 (Homo sapiens), P08183; CCRF-Adr cells, JC-1 efflux; inhibition, % at 6.6 µM; actives 0.067% (n = 190,000); AID 1326, 2008; in the data active = inhibition above about 40%;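 note: 0% = vehicle and 100% = reference inhibitor; higher value means more JC-1 retained so stronger ABCB1 efflux block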
GSH fluor = compound fluorescence on glutathione beads, profiling panel, artefact control, biophysical, 488/530 nm, flow cytometry; GSH beads flow cytometry, compound fluorescence 488/530 nm; active compounds read high; fluorescence (KMESF) at 10 µM; actives 0.25% (n = 190,000); AID 1776, 2009; in the data active = fluorescence above about 89;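 note: glutathione beads carrying GST-tagged Bcl family fusion proteins plus one bare bead set; values are compound well signal with DMSO vehicle wells as background; inactives centre near 16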
RGS4-Gao reg = modulators of RGS4 binding to Galphao, primary screen, biochemical, multiplexed bead flow cytometry; actives lie on both sides; binding response (% of control), % at 10 µM; actives 0.33% (n = 220,000); AID 1415, 2008; in the data active = binding response below about 49% or above about 150%; inactive = in between;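 note: fluorescent Galphao activated with aluminum fluoride binding bead-coupled RGS4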
Avidin bead fluor = green autofluorescence of compounds with avidin beads – biophysical, 488/530 nm, flow cytometry, artefact control, profiling panel | fluorescence (KMESF) at 10 µM | actives 0.38% (n = 220,000) | compound fluorescence 488/530 nm; active compounds read high; in the data active = fluorescence above about 47; note: inactives centre near 10
Mcl1-Bid inh = Mcl-1/Bid binding inhibitors, primary screen, biochemical, TR-FRET, 1536-well; TR-FRET Mcl-1/Bid-Dy647 peptide binding; Induced myeloid leukemia cell differentiation protein Mcl-1 (Homo sapiens), Q07820; inhibition, % at 21.7 µM; actives 0.97% (n = 220,000);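 active = compounds that cut the binding signal by more than half at the single screening dose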;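 note: His-tagged Mcl-1 with europium anti-His antibody binding Bid BH3 peptide; 0% = Mcl-1 plus peptide wells and 100% = peptide-only wells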
Bim-Mcl-1 = inhibitors of Bim peptide binding to Mcl-1, primary screen, biochemical, bead-based flow cytometry, multiplex | Bim peptide-Mcl-1 binding | actives 0.1% (n = 190,000) | Induced myeloid leukemia cell differentiation protein Mcl-1 (Homo sapiens), Q07820 | inhibition, % at 10 µM; in the data active = inhibition above about 40%;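 note: 0% = no compound tracer wells and 100% = peptide blocker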
Pf gametocyte = late stage P. falciparum gametocyte viability inhibitors, primary screen, ATP luminescence, HTS. P. falciparum stage V gametocytes, 24 h. inhibition, % at 10.9 µM. actives 0.065% (n = 150,000);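 active = inhibition above the mean plus 3 SD of compounds within the control limits, set per campaign, cut at about 38% in these data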;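 note: 0% = DMSO wells and 100% = medium only without gametocytes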
The depositor's hits bear a star; u = inconclusive; x = no result given.

SMILES	RGS7-Gao	Mcl1 Noxa PPI	ABCG2 block	RGS8-Gao reg	ABCB1 inh	GSH fluor	RGS4-Gao reg	Avidin bead fluor	Mcl1-Bid inh	Bim-Mcl-1	Pf gametocyte
O=c1[nH]c(=O)n([C@H]2C[C@H](O)[C@@H](CO)O2)cc1C(F)(F)F	98	-11	0	100	-0.3	18	101	7	-9	8	x
COc1ccc(Nc2ncc3c(n2)CC(c2ccc(C)cc2)CC3=O)cc1 (stereo not given)	101	0	0	102	-0.1	14	97	7	-4	6	-8
Cc1ccc(S(=O)(=O)N/N=C/c2cccn2-c2ccc(Cl)cc2)cc1	100	1	0	107	-0.4	10	105	22	38	1	x
COc1ccc(CCNC(=O)C2CCN(S(=O)(=O)c3ccc(OC)c(OC)c3)CC2)cc1	99	15	1	100	0.5	6	105	14	-30	1	-13
Cc1ncc([N+](=O)[O-])n1CCOC(=O)NC(NCc1ccccc1)C(Cl)(Cl)Cl (stereo not given)	104	-12	2	105	0.6	10	110	26	-5	2	x
O=S(=O)(NCCc1nnc2ccc(SCc3cccnc3)nn12)c1ccccc1	98	10	4	102	1.7	15	101	6	11	-1	x
Cc1n[nH]c(=S)n1/N=C/c1ccc(OCc2ccc(Cl)cc2Cl)cc1	108	12	-5	103	-0.8	8	109	13	-45	-8	x
COC(=O)C1=NN[C@H](C(=O)OC)[C@H]1c1ccccc1	103	-3	3	105	3.9	7	101	2	-17	-2	12
COc1cc(NC(=O)c2cc(-c3cccc(O)c3)on2)cc(OC)c1OC	99	34	1	97	0.2	25	100	6	-11	1	x
CC(=O)N1CCc2cc(S(=O)(=O)NC(Cc3ccccc3)C(=O)NC3CCCCCC3)ccc21 (stereo not given)	100	103*	6	102	1.7	26	98	16	99*	-4	x
N#CCN1C(=S)N=C(Nc2cccc(Cl)c2)C12CCCCC2	101	-12	1	100	0.2	11	97	38	-9	-1	-19
CC1CCCN(C(=O)c2ccc3c(=O)n(Cc4ccc5c(c4)OCO5)c(=S)[nH]c3c2)C1 (stereo not given)	99	3	-9	96	-0.4	21	96	14	-17	-5	8
Cn1cc(-c2nnc(-c3ccccc3)o2)c2ccccc21	99	13	8	100	1.0	27	99	11	8	0	x
Cc1sc2nc(SCC(=O)NCc3ccco3)n(Cc3ccccc3)c(=O)c2c1C	96	7	3	99	1.8	24	101	29	-11	0	x
Cc1nc2ccccc2nc1SCC(=O)N1CCC(C)CC1	98	14	3	100	1.4	21	99	7	16	0	-21
CNC(=O)CSc1nnc(-c2ccccn2)n1Cc1ccco1	u	-11	x	99	x	x	102	6	1	x	-1
N#Cc1c(N)[nH]c(=S)c(C#N)c1-c1ccccc1	103	33	-7	94	-1.2	18	98	8	-31	-1	-11
COc1ccc(CCNC(=O)CSc2nnnn2C)cc1OC	96	12	1	104	0.5	25	100	7	-5	2	14
CCOC(=O)c1sc(=NC(=O)c2ccc(S(=O)(=O)N3CC(C)OC(C)C3)cc2)n(C)c1C (stereo not given)	98	-12	1	98	0.4	22	101	34	-12	-2	x
CC(Oc1ccc(Cl)cc1Cl)C(=O)NC(=S)N1CCc2ccccc21 (stereo not given)	88	29	-1	95	-0.3	21	90	12	-19	-7	-10
CC(=O)OC(C(=O)NC1CCCCC1)c1ccc(Cl)cc1 (stereo not given)	100	-7	3	105	0.5	19	103	14	-21	0	16
O=C(CSc1nnc(-c2cnccn2)n1Cc1ccco1)c1ccc(Cl)cc1	94	3	1	97	0.4	8	91	6	-37	0	7
O=C(c1cccs1)N1CCN(Cc2ccccc2[N+](=O)[O-])CC1	89	38	8	87	0.3	9	90	5	7	-2	16
COc1ccc(C(=O)/C=C/Nc2c(C)n(C)n(-c3ccccc3)c2=O)cc1OC	99	-4	-2	100	-0.3	34	102	16	-12	-2	x

Molecules from the list above with a halogen:
SMILES	RGS7-Gao	Mcl1 Noxa PPI	ABCG2 block	RGS8-Gao reg	ABCB1 inh	GSH fluor	RGS4-Gao reg	Avidin bead fluor	Mcl1-Bid inh	Bim-Mcl-1	Pf gametocyte
O=c1[nH]c(=O)n([C@H]2C[C@H](O)[C@@H](CO)O2)cc1C(F)(F)F	98	-11	0	100	-0.3	18	101	7	-9	8	x
Cc1ccc(S(=O)(=O)N/N=C/c2cccn2-c2ccc(Cl)cc2)cc1	100	1	0	107	-0.4	10	105	22	38	1	x
Cc1ncc([N+](=O)[O-])n1CCOC(=O)NC(NCc1ccccc1)C(Cl)(Cl)Cl (stereo not given)	104	-12	2	105	0.6	10	110	26	-5	2	x
Cc1n[nH]c(=S)n1/N=C/c1ccc(OCc2ccc(Cl)cc2Cl)cc1	108	12	-5	103	-0.8	8	109	13	-45	-8	x
N#CCN1C(=S)N=C(Nc2cccc(Cl)c2)C12CCCCC2	101	-12	1	100	0.2	11	97	38	-9	-1	-19
CC(Oc1ccc(Cl)cc1Cl)C(=O)NC(=S)N1CCc2ccccc21 (stereo not given)	88	29	-1	95	-0.3	21	90	12	-19	-7	-10
CC(=O)OC(C(=O)NC1CCCCC1)c1ccc(Cl)cc1 (stereo not given)	100	-7	3	105	0.5	19	103	14	-21	0	16
O=C(CSc1nnc(-c2cnccn2)n1Cc1ccco1)c1ccc(Cl)cc1	94	3	1	97	0.4	8	91	6	-37	0	7
